Screening results (PubChem)
Mcl1-Noxa inh – Mcl-1/Noxa binding inhibitors, primary screen, biochemical, TR-FRET, 1536-well. 220,000 tested, 1.5% active. inhibition, % at 21.7 µM. Induced myeloid leukemia cell differentiation protein Mcl-1 (Homo sapiens), Q07820. TR-FRET Mcl-1/Noxa peptide binding, 2 h. AID 1022, 2008;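 active = compounds that cut the protein-peptide binding signal by more than 50% relative to plate controls in a single-dose test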;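 also: His-tagged Mcl-1 with rhodamine Noxa BH3 peptide and terbium anti-His antibody; 0% = Mcl-1 plus Noxa peptide wells and 100% = peptide-only wells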
Rac1 wt GTP bind – wildtype Rac1 GTP binding modulators, primary screen, biochemical, GST-Rac1 beads, flow cytometry, multiplex | Ras-related C3 botulinum toxin substrate 1 (Homo sapiens), P63000 | fluorescent GTP binding; actives lie on both sides; 0 = cold GTP competed, 100 = untreated | GTP binding activity (% of control), % at 10 µM | 190,000 tested, 0.27% active | AID 757, 2007;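 active = GTP binding activity at least 20 points away from the 100% control level, either lower or higher; inconclusive = compound flagged as likely green fluorescent, judged across all proteins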
Pf gametocyte – late stage P. falciparum gametocyte viability inhibitors, primary screen, ATP luminescence, HTS; P. falciparum stage V gametocytes, 24 h; inhibition, % at 10.9 µM; 150,000 tested, 0.065% active; AID 743093, 2013;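 active = inhibition above the mean plus 3 SD of compounds within the control limits, set per campaign, cut at about 38% in these data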;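 also: 0% = DMSO wells and 100% = medium only without gametocytes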
Cdc42 wt – modulators of GTP binding to wildtype Cdc42, primary screen, biochemical, multiplex bead flow cytometry, Bodipy-GTP; Cell division control protein 42 homolog (Homo sapiens), P60953; GST-Cdc42 beads; actives lie on both sides; percent activity (GTP binding), % at 10 µM; 190,000 tested, 0.2% active;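 active = percent activity GTP binding at least 20 points away from the 100% baseline, either down as inhibitor or up as activator; inconclusive = compound flagged as likely green fluorescent from well-wide comparison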;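 also: median bead fluorescence of bound Bodipy-FL-GTP at 100 nM; 0% = excess unlabeled GTP control and 100% = no compound control; below 100% means less GTP binding so inhibitor and above means activator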
Target sequence (P60953 whole entry, looked up): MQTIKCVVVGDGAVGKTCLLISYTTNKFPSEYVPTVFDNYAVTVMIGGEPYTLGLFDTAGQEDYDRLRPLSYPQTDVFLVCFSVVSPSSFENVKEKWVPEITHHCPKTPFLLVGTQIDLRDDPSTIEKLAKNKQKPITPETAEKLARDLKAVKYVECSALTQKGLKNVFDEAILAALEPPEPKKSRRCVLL
Rab7 wt GTP bind – modulators of GTP binding to Rab7, primary screen, biochemical, wildtype, multiplex bead flow cytometry | Rab7 GTPase wild type (dog), Bodipy-FL-GTP binding | GST-Rab7 beads, fluorescent GTP binding; actives lie on both sides; untreated = 100%, excess cold GTP = 0% | GTP binding activity (percent of control), % at 10 µM | 190,000 tested, 0.055% active | AID 758, 2007;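 active = fluorescent GTP binding to Rab7 beads changed by at least 20 points from the 100% baseline, either direction, mostly lower; inconclusive = compound itself probably fluorescent, or too few beads counted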;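 also: median green fluorescence of bound Bodipy-FL-GTP per Rab7 bead population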
HRas wt GTP bind – modulators of GTP binding to HRas wildtype, primary screen, biochemical, bead-based flow cytometry, multiplex. GTPase HRas (Homo sapiens), P01112. GST-Ras wt beads, Bodipy-FL-GTP binding; actives lie on both sides. GTP binding activity, % at 10 µM. 190,000 tested, 0.14% active;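 active = GTP binding activity at least 20% away from the 100% baseline, either lowered as inhibitor or raised as activator; inconclusive = flagged as likely green fluorescent, judged across all proteins in the well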;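 also: 0% = unlabeled GTP competition control and 100% = no-compound control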
Target sequence (P01112 whole entry, looked up): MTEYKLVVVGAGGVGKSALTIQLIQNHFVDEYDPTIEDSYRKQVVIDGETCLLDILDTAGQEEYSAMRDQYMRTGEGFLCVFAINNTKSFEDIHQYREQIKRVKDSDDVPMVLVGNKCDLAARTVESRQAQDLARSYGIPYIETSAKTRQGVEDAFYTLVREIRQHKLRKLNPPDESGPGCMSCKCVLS
ABCG2 inh – ABCG2 efflux pump inhibitors, primary screen, multiplex with ABCB1, IgMXP3 cells, flow cytometry | Broad substrate specificity ATP-binding cassette transporter ABCG2 (Homo sapiens), Q9UNQ0 | JC-1 efflux | inhibition, % at 6.6 µM | 190,000 tested, 0.1% active;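 active = inhibition above 80%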;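 also: 0% = DMSO and 100% = nicardipine control wells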
Target sequence (Q9UNQ0 whole entry, looked up): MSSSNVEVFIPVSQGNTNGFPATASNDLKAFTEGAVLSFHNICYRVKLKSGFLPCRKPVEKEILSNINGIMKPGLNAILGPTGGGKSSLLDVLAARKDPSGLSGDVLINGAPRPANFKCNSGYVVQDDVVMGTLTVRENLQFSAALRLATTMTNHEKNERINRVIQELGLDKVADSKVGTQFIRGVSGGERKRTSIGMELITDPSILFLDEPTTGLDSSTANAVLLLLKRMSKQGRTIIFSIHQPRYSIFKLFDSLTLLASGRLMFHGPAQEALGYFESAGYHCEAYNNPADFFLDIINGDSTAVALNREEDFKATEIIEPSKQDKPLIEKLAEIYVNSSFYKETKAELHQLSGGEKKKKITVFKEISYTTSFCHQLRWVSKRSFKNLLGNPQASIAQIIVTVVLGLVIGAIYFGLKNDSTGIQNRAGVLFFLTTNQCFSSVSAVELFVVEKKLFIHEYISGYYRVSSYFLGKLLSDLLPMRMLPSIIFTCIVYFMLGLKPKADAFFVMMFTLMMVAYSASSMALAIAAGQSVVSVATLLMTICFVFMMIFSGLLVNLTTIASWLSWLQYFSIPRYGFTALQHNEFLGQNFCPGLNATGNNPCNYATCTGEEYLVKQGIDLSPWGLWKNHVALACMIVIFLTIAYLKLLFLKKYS
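Test system: ABCG2 IgMXP3 and barcoded ABCB1 CCRF-Adr cell mix; Schedule: cells with compound and JC-1, 10 min at 25 °C, rotating, no wash; Technique: flow cytometry of retained JC-1 fluorescence; Measure: % inhibition of efflux relative to nicardipine and DMSO; Controls: nicardipine high and DMSO low controls.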
Avidin bead fluor – green autofluorescence of compounds with avidin beads – biophysical, 488/530 nm, flow cytometry, artefact control, profiling panel. 220,000 tested, 0.38% active. compound fluorescence 488/530 nm; active compounds read high. fluorescence (KMESF) at 10 µM; in the data active = fluorescence above about 47; also: inactives centre near 10
Rac1 act GTP bind – GTP binding modulators of activated mutant Rac1, primary screen, biochemical, bead-based flow cytometry, multiplex, fluorescent GTP. Ras-related C3 botulinum toxin substrate 1 (Homo sapiens), P63000. GST-Rac1 activated beads; actives lie on both sides; 100% means binding = to untreated wells. percent activity (GTP binding), % at 10 µM. 190,000 tested, 0.11% active;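 active = GTP binding at least 20 percentage points away from the 100% baseline, in either direction, so actives lie on both sides; inconclusive = Compound likely fluorescent itself, or too few beads counted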
ABCB1 inh – ABCB1 efflux pump inhibitors, primary screen, cell-based, multiplex, flow cytometry, ABCG2 counter-screen. ATP-dependent translocase ABCB1 (Homo sapiens), P08183. CCRF-Adr cells, JC-1 efflux. inhibition, % at 6.6 µM. 190,000 tested, 0.067% active; in the data active = inhibition above about 40%;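 also: 0% = vehicle and 100% = reference inhibitor; higher value means more JC-1 retained so stronger ABCB1 efflux block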
Rab2 wt GTP – modulators of GTP binding to Rab2A wildtype, primary screen, biochemical, dog, bead-based flow cytometry, multiplex; Ras-related protein Rab-2A (Canis lupus familiaris), P61105; GST-Rab2 wt beads, Bodipy-GTP binding; GTP binding activity, % at 10 µM; 190,000 tested, 0.19% active; AID 760, 2007;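 active = GTP binding activity at least 20 points away from 100%, either lowered or raised; inconclusive = signal likely due to the compound's own green fluorescence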;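 also: 0% = beads with excess unlabeled GTP and 100% = no-compound control corrected for plate trend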
* marks the source's active call; other numbers are inactive results; ? = inconclusive; / = no result given.

SMILES	Mcl1-Noxa inh	Rac1 wt GTP bind	Pf gametocyte	Cdc42 wt	Rab7 wt GTP bind	HRas wt GTP bind	ABCG2 inh	Avidin bead fluor	Rac1 act GTP bind	ABCB1 inh	Rab2 wt GTP
COc1ccccc1/C=C/C(=C1/C(=O)N(c2ccccc2)N=C1C)c1ccc(C)cc1	9	100	/	96	98	97	7	2	95	-0.1	96
CC(C)[C@H](NC(=O)c1ccccc1)C(=O)OCc1nnc(-c2ccccc2)o1	11	94	-13	95	92	94	2	24	96	1.5	93
CCOc1ccccc1-c1nc(C(N)=O)c2[nH]c(=O)n(-c3ccc(F)cc3)c2n1	13	107	/	106	104	104	4	21	105	0.1	104
O=C(CN(C(=O)Cn1nnc(-c2ccc(F)cc2)n1)c1cnc2ccccc2c1)NCC1CCCO1 (centres undefined)	5	99	11	95	107	99	-1	7	98	0.2	97
CCOC(=O)c1sc(Nc2ccccc2)nc1C	17	98	21	99	99	98	-3	9	99	-7.5	99
CN1C(=O)S/C(=C/c2ccccc2OCc2ccc(C(=O)O)cc2)C1=O	23	97	/	91	95	92	11	9	93	1.5	91
O=C1CC(NCc2ccc3c(c2)OCO3)C(=O)N1Cc1ccc2c(c1)OCO2 (centres undefined)	5	102	/	102	97	99	-4	11	96	-0.1	100
COc1ccccc1NC(=O)c1ccc(COc2ccc3c(c2)CCC3)cc1	0	95	-55	99	97	98	1	13	93	0.0	93
COc1cc(OC)c(C(=O)CCCN2CCCC2)c(OC)c1	26	104	/	100	101	102	0	8	100	1.0	102
O=C(c1ccc(Cl)cc1)C1CCN(C(=O)N2CCOCC2)CC1	2	99	-2	103	100	100	5	10	100	0.9	100
CN(C)C(=N)c1n[nH]nc1SCc1ccccc1	15	98	-8	96	104	99	-2	9	97	-0.2	96
COc1ccc(/C=C2\SC(=NCc3ccccc3)N(Cc3ccccc3)C2=O)cc1OC	6	104	/	100	99	100	0	6	100	-1.3	101
O=C(c1ccc2c(c1)OCO2)C1CCCN(C2CCN(CCc3ccccc3)CC2)C1 (centres undefined)	10	99	/	96	96	98	2	9	99	0.3	97
CCCCCOc1ccccc1C(=O)NCCC(=O)O	5	103	-8	103	98	101	1	34	100	0.4	102
C=CCNC(=O)C1CC(=O)N(c2ccc(OCC(=O)Nc3ccc(OC)cc3)cc2)C1 (centres undefined)	6	100	1	102	99	100	1	8	98	0.0	100
O=C(c1cc2ccccc2oc1=O)N(Cc1cccs1)Cc1cccs1	5	107	-9	101	99	98	3	20	96	1.2	98
COc1ccc(C(=O)/C=C/c2cccs2)c(OC(=O)c2cccc([N+](=O)[O-])c2)c1	4	92	2	94	97	92	3	6	95	0.2	93
Cc1cc(C)cc(NS(=O)(=O)c2ccc(NC(=S)Nc3ccccc3)cc2)c1	18	105	9	98	100	101	-4	11	100	-0.9	99
CCOC(=O)Nc1ccc2ncn(C)c(=O)c2c1	20	98	/	97	97	98	4	7	97	0.5	95
CC12CCC(C(=O)N(CSC(=S)N/N=C\c3ccccc3Cl)C1=O)C2(C)C (centres undefined)	-28	103	/	100	101	101	-3	6	97	-0.7	98
C=CCn1c2ccccc2c2nnc(SCc3ccc4nonc4c3)nc21	11	102	/	100	99	98	8	5	97	2.2	98
O=[N+]([O-])c1cc(Cl)cc(/C=N/n2cnnc2)c1O	18	97	-32	96	103	95	3	9	92	0.9	98
CC1CCN(C2CC(=O)N(c3ccccc3)C2=O)CC1 (centres undefined)	5	99	-15	102	98	99	1	10	99	0.0	99
COc1ccc(C2=CC(c3ccc(Cl)cc3)n3cnnc3N2)cc1OC (centres undefined)	15	103	/	104	102	104	2	15	99	0.5	104
O=S(=O)(c1ccc2c(c1)OCCO2)N1CCC(n2cnc3cc(F)ccc32)CC1	-6	103	7	104	101	102	1	4	100	0.4	101

The list continues:
SMILES	Mcl1-Noxa inh	Rac1 wt GTP bind	Pf gametocyte	Cdc42 wt	Rab7 wt GTP bind	HRas wt GTP bind	ABCG2 inh	Avidin bead fluor	Rac1 act GTP bind	ABCB1 inh	Rab2 wt GTP
O=C(CNC(=O)Cc1ccccc1)N=Nc1c(O)n(Cc2ccc3c(c2)OCO3)c2ccccc12	12	78*	6	90	90	84	15	24	88	0.6	78*
COCCNC(=O)CC(NS(=O)(=O)c1ccc(C)cc1)c1ccco1 (centres undefined)	3	104	-3	105	102	106	-1	11	103	-0.2	104
CCC(C)(C)NC(=O)C(c1cccnc1)N(CCOC)C(=O)Cn1nnc2ccccc21 (centres undefined)	-2	?	/	?	?	?	3	21	?	0.5	?
COc1ccc(OC)c(NS(=O)(=O)c2ccc(NC(=O)C3COc4ccccc4O3)cc2)c1 (centres undefined)	9	102	/	103	99	101	1	36	100	0.1	99
O=S(=O)(NC1CCCc2ccccc21)c1cnc[nH]1 (centres undefined)	7	104	/	101	98	101	3	30	96	1.5	99
Cc1cc(=O)oc2ccc(OC(=O)c3cccc(S(=O)(=O)N4CCOCC4)c3)cc12	16	105	/	101	99	101	5	14	97	2.3	102
CC(=O)Nc1ccc(NC(=O)CSc2nnc(C)c(=O)[nH]2)cc1	14	95	-6	96	104	95	0	9	93	0.7	99
c1ccc2c(c1)nc1n2CCS1	-12	103	2	100	99	99	2	23	100	0.5	99
O=C(CCCSc1nc2ccccc2[nH]1)NC(c1ccccc1)c1ccccc1	-7	101	-8	101	98	100	2	7	99	0.7	99
O=C(O)C1=C(C(=O)Nc2ccc(F)c(Cl)c2)CCCC1	11	103	6	98	101	101	-1	5	97	0.0	99
CC1CC(N(C(=O)c2ccccc2Cl)c2ccccc2)c2ccccc2N1 (centres undefined)	-23	99	-46	102	97	100	3	14	100	1.3	101
CC(C)C1(C(C)C)OC(=O)c2ccccc21	19	101	-3	102	97	96	4	2	100	1.0	95
CCCNc1nc(C)c(C(C)=O)cc1C#N	-5	102	10	101	99	99	1	6	99	0.1	99
O=C(CSc1ccc(-c2ccccc2)nn1)Nc1ccc2c(c1)OCCO2	15	101	-6	98	99	99	0	11	98	0.4	97
CC1(C)CC(=O)C2=C(C1)N=C1SCCC(=O)N1C2c1cccc([N+](=O)[O-])c1 (centres undefined)	3	102	-3	99	105	100	4	8	99	0.3	101
Cc1ccc(-c2onc3ccc(C4OCCO4)cc23)cc1	-3	97	-7	100	94	99	21	8	94	-2.2	98
Cc1ccc(NS(=O)(=O)c2ccc(CCC(=O)NCc3cccnc3)cc2)cc1	2	98	/	97	99	98	1	10	95	0.7	97
Cc1ccc(OC(=O)CCc2c(C)nc3ncnn3c2C)cc1	-5	98	2	97	95	96	1	12	95	1.4	96
O=C(CSc1nc(Cc2ccccc2)nc2ccccc12)c1ccc2c(c1)OCCO2	-11	97	/	98	98	98	2	9	97	1.1	97
Cc1ccc(S(=O)(=O)N2CCCCC2)cc1NC(=O)COC(=O)CNC(=O)c1cc(Cl)cc([N+](=O)[O-])c1	11	99	14	97	102	101	0	5	96	0.5	98
Clc1ccc(CSc2ncnc3nc[nH]c23)cc1	5	96	-5	96	102	98	12	3	98	1.0	96
CC(C)(C)C(=O)C[n+]1cccc(C(N)=O)c1	8	100	-22	93	104	97	6	8	96	1.0	96
O=S(=O)(NC1CC1)c1ccc(S(=O)(=O)N2CCc3ccccc32)cc1	-3	105	/	100	96	99	0	26	99	0.1	99
COc1ccc(NC(=O)CN(C)S(=O)(=O)c2ccccc2)cc1OC	-1	98	/	98	95	97	29	9	96	0.5	100
CCOn1c(=O)c(-c2cccc([N+](=O)[O-])c2)[n+]([O-])c2ccccc21	10	106	/	106	102	105	5	12	99	0.4	99

(listing goes on)
SMILES	Mcl1-Noxa inh	Rac1 wt GTP bind	Pf gametocyte	Cdc42 wt	Rab7 wt GTP bind	HRas wt GTP bind	ABCG2 inh	Avidin bead fluor	Rac1 act GTP bind	ABCB1 inh	Rab2 wt GTP
Cc1ccccc1Cn1cnc2c(nnn2Cc2ccc(F)cc2)c1=O	20	105	/	106	105	102	3	36	100	0.8	99
CCn1c(SCC(=O)Nc2nccs2)nnc1-c1ccc(S(=O)(=O)N2CCCCC2)cc1	-2	102	38	104	102	104	1	7	101	0.3	103
CNNC(=O)C(C)NC(=O)c1ccc(Br)cc1 (centres undefined)	-23	101	/	100	101	103	0	10	99	0.2	103
C=CCN1C(=O)c2ccccc2Sc2ccc(C(=O)N3CCN(C)CC3)cc21	18	104	/	100	102	102	1	12	100	0.5	101
O=C(Nc1ccc(N2CCOCC2)cc1)c1cccc(S(=O)(=O)N2CCCC2)c1	9	106	/	103	99	101	20	23	100	0.6	100
CN(C)c1ccc(N2CC(C)(C)C2=O)cc1	63*	92	/	93	98	91	-2	5	94	-1.1	94
CCc1nc2ccc(C(=O)Nc3ccc(NC(C)=O)cc3)cc2nc1CC	31	97	10	97	99	97	1	7	99	0.1	97
Cc1ccc(NC(=O)c2ccc(-n3cccn3)c([N+](=O)[O-])c2)cc1	18	100	1	100	98	100	5	5	98	0.2	96
Cc1ccc(Cl)cc1NC(=O)Cn1cc(C(F)(F)F)cc(Cl)c1=O	15	105	-12	103	103	103	3	11	102	0.2	104
NC(CCC(=O)O)C12CC3CC(CC(C3)C1)C2 (centres undefined)	-20	102	7	101	102	100	7	11	97	1.9	101
O=C1N=c2ccccc2=C1c1[nH]c(=S)[nH]c1O	65*	93	-11	100	95	94	1	6	97	0.3	93
O=C(NCC1CCCO1)NC12CC3CC(CC(C3)C1)C2 (centres undefined)	1	104	/	106	101	102	0	9	104	0.0	102
COc1ccccc1N(CC(O)Cn1ccnc1C)S(=O)(=O)c1ccccc1 (centres undefined)	3	96	9	92	104	95	-1	10	94	-0.7	96
O=C(OCc1cc(Cl)ccc1OC(F)F)c1cc(S(=O)(=O)O)ccc1O	-9	101	/	100	102	100	3	11	98	0.3	99
